From PubChem BioAssay
CHX counter = counter-screen for Shiga toxin inhibitors: cycloheximide protein synthesis inhibition | actives 12% (n = 300,000) | AID 2314 | max response, % | cell reporter, cycloheximide protein synthesis inhibition counterscreen; in the data active = max response mostly above about 13%, no sharp cut-off; inactive = mostly below about 14%; note: read at 38.3 µM for the half of the compounds with a filed dose; 0% is about no effect
Pf growth 48h = inhibits P. falciparum growth in the first generation, 48 h. P. falciparum luciferase growth in erythrocytes, 48 h. Potency, µM (series often up to 28.7 µM), without a hit: at the highest dose activity change, negative = inhibition, actives largely listed as inhibitors. actives 5.9% (n = 310,000). AID 504832; note: potency is the fitted concentration of half-maximal effect; % is set by controls: 0 for no effect and ±100 for the full control effect
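Cell-based growth assay: transgenic P. falciparum expressing firefly luciferase, cultured in red cells within RPMI 1640 containing 0.5% w/v Albumax, 24 mM bicarbonate and gentamycin. A drop in luciferase activity indicates inhibition.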
AmpC no deterg = blocks E. coli AmpC beta-lactamase in detergent-free assay; AmpC nitrocefin hydrolysis, absorbance 480 nm, 0.0001% Triton; Potency, µM (titrated, usually from 57.1 µM), inactives show top-dose activity change, negative = inhibition, most hits filed as inhibitors; actives 0.52% (n = 330,000); AID 485341;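 note: potency is the fitted concentration of half-maximal effect; plate controls were no compound for no effect and no enzyme for full effect; nearly all actives have a fitted effect of over 20% in size; some results filed as inactive show a strong effect at the top dose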
Target sequence (P00811 whole entry, looked up): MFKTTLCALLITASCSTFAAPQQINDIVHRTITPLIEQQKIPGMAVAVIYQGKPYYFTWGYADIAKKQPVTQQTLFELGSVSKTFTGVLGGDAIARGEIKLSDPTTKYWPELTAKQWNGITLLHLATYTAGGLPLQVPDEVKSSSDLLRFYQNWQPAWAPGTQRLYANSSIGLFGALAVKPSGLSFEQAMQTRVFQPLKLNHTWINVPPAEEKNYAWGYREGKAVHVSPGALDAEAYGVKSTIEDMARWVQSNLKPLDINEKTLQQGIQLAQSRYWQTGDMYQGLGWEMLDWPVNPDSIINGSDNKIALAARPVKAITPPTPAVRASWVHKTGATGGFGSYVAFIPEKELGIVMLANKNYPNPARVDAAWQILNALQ
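AmpC (5.3 nM in the dispensed reagent) in 20 mM phosphate pH 7.0 with 0.01% (detergent screen) or 0.0001% Triton X-100 was preincubated with compounds for 15 min at room temperature. Nitrocefin was then added from an 800 uM solution, and hydrolysis was followed at 480 nm.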
Pf growth 96h = P. falciparum growth inhibition at 96 hours; actives 6.9% (n = 320,000); P. falciparum luciferase reporter growth, 96 h; Potency, µM (highest dose often 28.7 µM), for the others: at the highest dose activity change, negative = inhibition, actives largely listed as inhibitors; note: potency is the fitted concentration of half-maximal effect; % is set by controls: 0 for no effect and ±100 for the full control effect
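P. falciparum expressing integrated firefly luciferase, in erythrocytes at 2% hematocrit, 0.05% parasitemia, incubated with compounds 96 h at 37 C, 5% CO2. Growth inhibition read as loss of luminescence; two-generation exposure targets delayed-death apicoplast inhibitors.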
Shiga toxin inh = Shiga toxin inhibition; Vero cells, Shiga toxin protein synthesis inhibition reporter; inhibition, % at 38.7 µM; actives 9.2% (n = 290,000); AID 2315; in the data active = inhibition mostly above about 28%, no sharp cut-off; inactive = mostly below about 43%; note: 0% is about no effect
Tb PYK inh = blocks Trypanosoma brucei pyruvate kinase; Q57TT1; TbPYK enzyme, Kinase-Glo Plus ATP luminescence, 45 min; Potency, µM (titrated, usually from 76.8 µM), for the others: at the top dose activity, negative = inhibition, usual class: inhibitors; actives 0.12% (n = 410,000); AID 624173; note: potency is the fitted concentration of half-maximal effect; % is set by controls: 0 for no effect and ±100 for the full control effect; nearly all actives have a fitted effect of over 50% in size
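Activity of T. brucei pyruvate kinase was followed by Kinase-Glo Plus luminescence after the enzyme reacted 45 min at room temperature with 130 uM ADP (final) and substrate. Test compounds were added before ADP at multiple concentrations.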
LmPK inhibitor = inhibitors of Leishmania mexicana pyruvate kinase; Q27686; Potency, µM (top dose mostly 57.5 µM), without a hit: top-dose activity change, negative = inhibition, usual class: inhibitors; AID 1721; purified LmPK, Kinase-Glo ATP luminescence, 1 h; actives 0.37% (n = 290,000); note: potency is the fitted concentration of half-maximal effect; % is set by controls: 0 for no effect and ±100 for the full control effect
Target sequence (Q27686 whole entry, looked up): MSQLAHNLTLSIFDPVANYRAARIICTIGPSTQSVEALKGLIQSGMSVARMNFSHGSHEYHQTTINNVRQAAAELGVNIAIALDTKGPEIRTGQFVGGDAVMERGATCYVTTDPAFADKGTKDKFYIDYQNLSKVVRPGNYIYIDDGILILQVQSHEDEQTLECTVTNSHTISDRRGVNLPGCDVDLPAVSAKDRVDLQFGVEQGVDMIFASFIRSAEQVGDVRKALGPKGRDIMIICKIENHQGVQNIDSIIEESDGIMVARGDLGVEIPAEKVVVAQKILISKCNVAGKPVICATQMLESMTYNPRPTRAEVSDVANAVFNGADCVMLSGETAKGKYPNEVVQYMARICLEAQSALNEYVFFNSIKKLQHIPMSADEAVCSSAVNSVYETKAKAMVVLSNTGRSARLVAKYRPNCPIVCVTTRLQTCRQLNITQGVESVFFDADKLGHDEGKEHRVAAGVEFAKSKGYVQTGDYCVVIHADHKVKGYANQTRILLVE
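Purified LmPK (0.1 nM) converted ADP (0.1 mM) to ATP with PEP (0.5 mM) in imidazole buffer pH 7.2 with KCl and MgCl2, 1 h at room temperature. ATP was read by Kinase-Glo luminescence; data normalized to uninhibited and no-enzyme controls.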
* hit, by the source's call; ? = inconclusive; . = not tested or not shown; [ ] = dose if it differs, or a comment. Unless noted, calls come from the whole dose curve; as a rule, active = well fitted curve in the direction sought with a large enough effect; inconclusive = small, poorly fitted or top-dose-only effect, or another doubt; inactive = no such curve, though single readings can be large; an effect the other way counts as inactive or inconclusive.

SMILES | CHX counter | Pf growth 48h | AmpC no deterg | Pf growth 96h | Shiga toxin inh | Tb PYK inh | LmPK inhibitor
O=C(CSc1nnc2sc3ccccc3n12)N1CCN(c2ccccc2)CC1 | 1.1 | -27.7% | -3.9% | . | -6.8 | -5.6% | -1.0%
CCOCCCNC(=O)C(c1ccccc1)N(Cc1cccs1)C(=O)CNC(=O)c1ccccc1 (stereo not drawn) | -2.4 | ? | 80.0%[activator] | 10.7% | -12.5 | -6.7% | 1.5%
COc1ccc2c(c1)C(c1ccccc1)=NNC(c1ccco1)=N2 | 20.4 | ? | 0.0% | ? | 32.7 | -12.6% | -2.9%
O=C(c1cccc(NS(=O)(=O)c2cccc(F)c2)c1)N1CCN(c2ccccc2)CC1 | -5.4 | 13.4% | -19.4% | -20.3% | -3.1 | 3.1% | 3.7%
Cc1cccc(OCCCCCN2CCOCC2)c1C | -3.1 | -1.9% | 13.8% | ? | -8.6 | -0.5% | -0.6%
Cc1ccc(S(=O)(=O)N2CCCCC2)cc1NC(=O)c1ccccn1 | -2.0 | 0.0% | -3.3% | 0.2% | -5.9 | -5.1% | 3.5%
CCN(CC)c1nc(C)c2c(c1C#N)CC(C)(C)OC2 | -2.8 | -0.4% | 3.0% | ? | -9.5 | -1.5% | -3.0%
Cc1[nH]c2ccc(C(=O)NCCCN3CCN(C)CC3)cc2c1C | -3.8 | -14.2% | 1.5% | 11.7µM* | 9.3 | 2.6% | 3.2%
CC(=NCCN1CCCCC1)c1c(O)n(-c2ccccc2)c(=O)[nH]c1=O | 0.8 | 15.4% | 14.2% | -14.1% | 19.5 | -3.6% | -2.2%
C/C=C\C(=O)Nc1cccc(C2=NOC3(C2)C[C@@H](C(N)=O)N(C(=O)CCCCC)C3)c1 (stereo partly drawn) | -0.5 | ? | 48.0% | ? | -5.0 | 1.9% | 0.3%
COc1ccc(NC(=O)CSc2nnc(Cc3cccs3)n2C)cc1 | . | ? | -23.8% | -22.1% | . | -5.1% | .
O=C(O)CSC(NC(=O)c1cccnc1)(C(F)(F)F)C(F)(F)F | -2.0 | 10.8% | -6.0% | ? | -11.2 | 1.4% | -2.2%

Record cards, from the list above. Values in the order: CHX counter, Pf growth 48h, AmpC no deterg, Pf growth 96h, Shiga toxin inh, Tb PYK inh, LmPK inhibitor
Record of COc1ccc2c(c1)C(c1ccccc1)=NNC(c1ccco1)=N2 = 20.4, ?, 0.0%, ?, 32.7, -12.6%, -2.9%
Record of CC(=NCCN1CCCCC1)c1c(O)n(-c2ccccc2)c(=O)[nH]c1=O = 0.8, 15.4%, 14.2%, -14.1%, 19.5, -3.6%, -2.2%
Record of Cc1[nH]c2ccc(C(=O)NCCCN3CCN(C)CC3)cc2c1C = -3.8, -14.2%, 1.5%, 11.7µM*, 9.3, 2.6%, 3.2%
Record of Cc1cccc(OCCCCCN2CCOCC2)c1C = -3.1, -1.9%, 13.8%, ?, -8.6, -0.5%, -0.6%

New compounds follow.
SMILES | CHX counter | Pf growth 48h | AmpC no deterg | Pf growth 96h | Shiga toxin inh | Tb PYK inh | LmPK inhibitor
O=C(NC(Cc1c[nH]c2ccccc12)C(=O)O)c1cccs1 (stereo not drawn) | 4.7 | 0.0% | -16.8% | 18.7% | 21.9 | -8.8% | 11.5%
COc1ccccc1OCc1ccc(C(=O)N/N=C/c2ccco2)cc1 | -2.1 | ? | -37.2% | ? | -2.4 | -0.7% | 5.7%
Cc1ccc(CN(C)CCc2ccccn2)cc1 | -3.0 | -9.4% | . | . | 11.6 | -8.9% | -2.3%
O=C(Cc1c(Cl)cccc1Cl)OCC(=O)N1CCN(C(=O)c2ccco2)CC1 | 8.1 | 65.3%[activator] | 17.3% | -14.0% | 12.9 | 2.3% | 3.2%
CCOc1ccc(-c2nnc(NC(=O)Cc3ccc(OC)cc3)o2)cc1 | 25.2 | 22.7% | -29.5% | 14.2% | 25.9 | -1.7% | -0.5%
O=C(Nc1ccc(Br)c(Cl)c1)c1ccco1 | 41.2* | -6.4% | -25.8% | -9.1% | 75.9* | -3.9% | -8.1%
CSc1ccccc1Sc1cc(C(=O)O)c2ccccc2n1 | -1.1 | 11.5% | -20.5% | -89.1% | 7.9 | -0.5% | 8.9%
COc1ccc(Nc2cc(=O)n(-c3ccccc3)c3c2c(=O)n(C)c(=O)n3C)cc1 | -3.5 | ? | 2.9% | 26.3% | 1.1 | -6.3% | 1.8%
CCOC(=O)c1c(C)[nH]c(C)c1S(=O)(=O)NC(CC)CN1CCOCC1 (stereo not drawn) | -4.0 | 28.6% | -10.2% | 119.5%[activator] | -5.9 | -3.7% | 0.0%
O=c1c2ccccc2n(Cc2ccc(Cl)cc2)c(=O)n1Cc1ccco1 | -1.4 | ? | -23.3% | 9.5% | -7.1 | -2.7% | 2.5%
CCCCCn1c(=O)[nH]c2cc(C(=O)Nc3ccc(OC)cc3)ccc2c1=O | -2.4 | 11.8% | -15.1% | ? | 14.2 | -0.7% | -5.0%
Cc1cc(Cl)ccc1OCC(=O)NCCCCc1ccccc1 | -2.8 | 2.1% | 1.9% | 117.4%[activator] | -1.4 | -6.9% | 3.2%
COc1ccc(C)cc1-n1c(SCC(=O)Nc2cccc(C(=O)O)c2)nc2ccccc2c1=O | -4.1 | -8.5% | -33.4% | 0.5% | -7.6 | -0.9% | -3.5%
O=C(Cn1c2ccccc2c(=O)c2ccccc21)N/N=C/c1cc([N+](=O)[O-])ccc1N1CCCCCC1 | -5.0 | 9.1% | -8.8% | 22.5% | -13.4 | 5.1% | 0.1%
COc1ccc2c(c1)C(=NN)c1cc(OC)ccc1-2 | 45.4* | ? | -0.7% | -51.8% | 84.9 | -15.7% | 3.8%
COc1ccc(CC(=O)OCCc2cc3cc(OC)c(OC)cc3c(=O)o2)cc1 | . | ? | 40.1% | ? | . | -6.1% | .
O=C(NCc1ccccc1Cl)C(=O)c1cn(CC(=O)N2CCOCC2)c2ccccc12 | 7.2 | -15.8% | 203.9%[activator] | ? | -8.7 | 1.1% | -5.9%
N#Cc1ccc(CSCC(=O)NN=C2CCCC2)cc1 | -0.7 | 10.9% | -38.9% | -1.7% | -3.6 | -1.0% | 1.8%
Cc1ccc(/C(O)=C2\C(=O)C(=O)N(CCN(C)C)C2c2ccccc2F)cc1 (stereo not drawn) | 1.4 | 15.9% | -29.6% | -4.1% | 60.9 | 0.6% | 2.1%
COc1cccc([C@@H]2Oc3ccc(OC)cc3C(=O)[C@H]2OC(=O)Nc2cc(OC)c(OC)c(OC)c2)c1 | 11.1* | ? | 106.3%[activator] | 2.2% | 45.5* | -5.8% | 0.5%
CSCCC(=O)N1CCCC(CO)(CCCc2ccccc2)C1 (stereo not drawn) | 11.6 | -23.0% | 59.1% | 0.0% | 8.0 | -1.5% | -9.1%
Cc1cc(C)nc(NS(=O)(=O)c2ccc(NC(=S)NC(=O)c3ccco3)cc2)n1 | -1.1 | -9.6% | -28.4% | 380.1%[activator] | -7.9 | 1.5% | 9.7%
O=C(Nc1ccc(F)cc1F)N1CCCCC1c1cccnc1 (stereo not drawn) | -7.0 | 26.2% | -16.5% | 40.8%[activator] | -12.9 | 5.8% | -1.0%
COc1ccc(Oc2c(C)oc3c(CN4CCOCC4)c(O)ccc3c2=O)cc1 | -2.8 | -12.6% | -13.2% | -27.9% | 12.9 | -0.7% | 0.0%
CCOc1ccc(NC(=O)CCSc2nc3c(c(CC)c2C#N)C(=O)CC(C)(C)C3)cc1 | -3.0 | -24.1% | -30.5% | . | -20.5 | -1.4% | 8.9%
O=C(Nc1ccc(N2CCN(C(=O)c3ccco3)CC2)c(Cl)c1)c1cccs1 | 21.9* | 5.22µM* | -10.7% | . | 28.9* | -4.9% | 0.2%
Cc1cc(OC(=O)c2cccc([N+](=O)[O-])c2)c(C)cc1CN1CCOCC1 | -2.6 | ? | 133.6%[activator] | -10.9% | -9.4 | 2.8% | 0.1%
CCc1c(O)nc(SCC(=O)N(CC)CC)[nH]c1=O | -5.6 | ? | -9.7% | 13.1µM* | 2.5 | 2.3% | 1.6%
c1ccc(CCNc2nc3ccccc3s2)cc1 | 66.8* | . | -11.4% | -35.7% | 84.6* | -4.6% | 12.4%
CCOc1ccc(C(=O)OCn2nnc3ccccc3c2=O)cc1OC | 0.3 | 30.8% | -14.2% | . | -23.4 | 0.5% | 1.0%
CCc1ccc(OCCCOc2ccc(C=O)cc2)cc1 | 19.0* | . | 1.4% | -26.7% | 77.5 | 0.0% | -17.6%
Cc1ccccc1NC(=O)Cc1nc(COC(=O)Cc2ccccc2F)cs1 | . | ? | -17.3% | 13.3% | . | 7.1% | .
COc1cc(OC)c2c(N)c(C#N)c(C(F)(F)C(F)(F)F)nc2c1 | -3.5 | . | -11.7% | 42.4% | -11.2 | 3.7% | -3.4%
C[C@H](NC(=O)[C@@H]1Cc2ccccc2CN1)C(=O)Nc1ccc2c(c1)OCCO2 | 36.2* | -8.6% | -12.2% | -4.8% | 51.0* | 1.8% | 6.8%
COc1ccc2oc(=N)c(-c3nnc4n3CCCCC4)cc2c1 | -4.7 | 38.6%[activator] | -20.2% | . | -10.3 | . | -6.7%
Cc1c(C(=O)N2CCCC2)oc2c1-c1nn(CC(=O)NCCCN3CCCCC3)cc1CC2 | 4.3 | ? | 50.6% | -20.9% | -1.5 | 3.0% | 1.5%
C[n+]1ccc(-c2ccccc2)c2ccccc21 | . | 1.04µM* | -17.1% | ? | . | -1.9% | .
CC(C)C(c1nnnn1C1CCCC1)N1CCOCC1 (stereo not drawn) | -0.4 | 31.1%[activator] | -6.6% | -18.3% | -7.9 | -0.2% | -3.3%
Cc1nc2c(cc1C(=O)N/N=C/c1ccc([N+](=O)[O-])cc1)c(=O)n(C)c(=O)n2C | -3.9 | 11.4% | -13.0% | 1.3% | 6.2 | -4.5% | 2.6%
CCOCCCNC(=O)c1[nH]c(C)c(C(C)=O)c1C | 11.4 | 40.9%[activator] | -11.3% | 19.4% | 15.9 | 1.8% | 2.9%
CCCCC1(CN2CCCC2=O)C(=O)NC(=O)NC1=O | -0.8 | -5.3% | -7.0% | -18.5% | 6.4 | -14.3% | 1.9%
Cc1cc(C)n(-c2c(C)[nH]c3ccccc23)n1 | 4.2 | ? | -17.2% | 9.28µM* | -6.2 | -0.9% | 0.4%
CN(C)CCN(Cc1ccco1)S(=O)(=O)c1ccc(-c2ccc(=O)[nH]n2)s1 | 1.0 | -11.0% | -2.6% | 38.6%[activator] | -1.0 | -1.3% | 0.1%
CC(C)[C@H](NC(=O)c1ccccc1F)C(=O)Nc1nc2c(s1)CCCC2 | 42.5* | 26.8% | -6.8% | 51.6%[activator] | 17.8 | 3.4% | -5.6%
